LDHA inh – inhibitors of human lactate dehydrogenase A. activity change, % (values are at about 110 or 230 µM). 480,000 tested, 0.15% active. AID 1347041. purified LDHA, NADH/diaphorase-resazurin fluorescence; active compounds read low. P00338; in the data active = activity change below about -30%; inconclusive = mostly about -25% to -30%;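 also: plate controls were DMSO wells for no effect and wells without enzyme for full effect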
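LDH5 2 nM; NADH 0.06 mM, pyruvate 0.2 mM; 200 mM Tris pH 7.4, EDTA, Tween-20; 5 min RT. Detection: diaphorase 0.133 mg/mL + resazurin 37 µM, fluorescence ex540/em590 at 0 and 20 min; normalized to enzyme-free and DMSO wells.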
* marks the source's active call; other numbers are inactive results; u = inconclusive; & = joins results of further samples.

SMILES | LDHA inh
CCOC(=O)c1c(C)[nH]c(C)c1C(=O)CSc1ncnc2sc3c(c12)CCC3 | -4
O=C(CCC1CCCC1)NCCc1cccnc1 | 0
COc1ccc(CNC(=O)C[C@@H]2C=C[C@@H](NS(=O)(=O)c3cccc(OC)c3)[C@@H](CO)O2)cc1 | 0
CC(=O)NNC(=S)Nc1cc(Cl)cc(Cl)c1 | 3
CCc1ccc(Sc2cc(C(=O)NC3CCCC3)c3ccccc3n2)cc1 | -5
COc1cccc(OC)c1C(=O)Nc1ccc2oc(-c3ccc(F)cc3)nc2c1 | 2
CS(=O)(=O)c1ccc(C(=O)N(Cc2ccco2)Cc2cccs2)cc1 | -1
COC(=O)[C@@]12C[C@@H](CC(=O)N3CCN(C(=O)c4ccco4)CC3)C(=O)N(Cc3ccc4c(c3)OCO4)C1=CCC(C)(C)C2 | -1
CCn1cc(CNC(=O)c2cc(-c3cccc(C)c3)nc3ccccc23)cn1 | 11
Cc1ccccc1NCC(=O)N1CCN(S(=O)(=O)c2ccc3ccccc3c2)CC1 | 12
COc1ccc(C2CC(=O)N(CC(=O)Nc3cc(C)cc(C)c3)c3ccccc3S2)cc1OC (configuration not stated) | 1
Cc1nc2ccc(C(=O)NCCCOCC3CC3)cc2nc1C | 10
Cc1[nH]c2ccccc2c1C(=O)C(=O)NC1CCS(=O)(=O)C1 (configuration not stated) | 5
CCc1ccc(CN(C)CC(=O)N(C)c2c(N)n(Cc3ccccc3)c(=O)[nH]c2=O)cc1 | u
COc1ccc(-n2c3c(cc(-c4ncnn4-c4ccc(C)cc4C)c2=O)C(=O)CC(C)(C)C3)cc1 | 1
CCOC(=O)NC1CCCN(CC=C(C)C)C1 (configuration not stated) | 4
CN(CCNC(=O)c1cc2ccccc2oc1=O)c1ccccc1 | 12
Cc1cc(C)cc(Cn2cc(CN3CC(N4CCCCC4)CS3(=O)=O)nn2)c1 (configuration not stated) | -1
CCc1ccc2c(c1)-c1ccccc1S(=O)(=O)N2CC(=O)N(CC)CC | 26
FC(F)(F)c1cccc(-c2nc3ccccc3n2C(c2ccccc2)c2nc3ccccc3[nH]2)c1 (configuration not stated) | -1
Cc1ccc(NC(=O)CN2c3ccccc3CC2C)c(Cl)c1 (configuration not stated) | 15
CCCCNC(=O)Cc1c(C)nc2nc(N)nn2c1C | 1
Fc1ccc(N/N=C/c2ccc(Cl)c(Cl)c2)c(F)c1 | 0
CCN(CC)S(=O)(=O)c1ccc(C)c(NC(=O)C2CCCN(C(=O)c3ccc(Cl)cc3)C2)c1 (configuration not stated) | -5
COC(=O)[C@@]12C[C@@H](CC(=O)N3CCCCC3)C(=O)N(CCc3ccc(OC)c(OC)c3)C1=CCC(C)(C)C2 | -1

The list goes on.
SMILES | LDHA inh
CCOc1ccc(CCN2C(=O)C(=O)N([C@@H](CC(C)C)CN3CCC[C@H]3CN3C(=O)C(=O)NC[C@@H]3CC(C)C)C[C@@H]2CC(C)C)cc1 | 5
CCCNC(=O)c1cc2c(c(-c3cccc(-c4ccccc4F)c3)n1)[C@@H](CCO)N(C(=O)CC1CC1)C2 | 0
N#Cc1ccccc1N=Cc1cccc(Cl)c1 | -3
Cc1nc2cc(NC(C)C(=O)Nc3ccccc3C(C)C)ccc2o1 (configuration not stated) | 1
CC(=O)Nc1c(-c2ccccc2)c(C)nn1-c1ccc(C(=O)N2CCN(C)CC2)cc1 | -3
Cc1sc2nc(CSc3nnnn3C3CCCCC3)[nH]c(=O)c2c1C | 1
Cc1nn(CC(=O)Nc2ccc(C(C)C)cc2)c(=O)c2cccn12 | -2
CCC(=O)N1c2ccc(S(=O)(=O)CCC(=O)Nc3cccc(C)c3C)cc2CC1C (configuration not stated) | -5
N#CC(C(=O)Nc1ccccc1Cl)C(=O)c1ccc(F)cc1 (configuration not stated) | -3
O=C(Nc1ccccc1)N1CCN(c2cnccn2)CC1 | 1
C#CCOC(=O)c1cccc(CS(=O)(=O)c2ccccc2)c1 | 9
COc1ccc(C2CCCCCN2Cc2nc(-c3ccccc3OC)no2)cc1 (configuration not stated) | -5
CCC(c1nnnn1-c1ccc2c(c1)OCCO2)N1CCN(c2ccc(OC)cc2)CC1 (configuration not stated) | 8
COCCN1C(=O)CCC1(C)c1nnnn1-c1c(C)cccc1C (configuration not stated) | 0
O=C(O)CSCc1cccnc1 | 3
O=C(CNC(=O)c1ccccc1)N[C@@H](C(=O)Nc1cc(C(F)(F)F)ccc1Cl)c1ccccc1 | -10&-2
Clc1sc(C=Nc2cccc3ccccc23)c(Cl)c1Cl | 26
Cc1nc(C)c(CC(=O)Nc2nnc(C3CCCCC3)s2)c(=O)[nH]1 | 17
CC1(C)CC(NC(=S)NCCc2ccccc2)CC(C)(C)N1 | -3
CC(=O)c1cc(C(C)(C)C)cc(C(C)(C)C)c1 | 0
O=C(O)Cn1cc(C(C(=O)O)N2CCN(CC(=O)N3CCCC3)CC2)c2ccc(F)cc21 (configuration not stated) | 13
CN(C)C(=O)c1ccc(OCc2coc(-c3cccc(F)c3)n2)cc1 | -2
O=C(COC(=O)c1c(Cl)cccc1Cl)NCc1ccc2c(c1)OCO2 | 8
Cc1cc(CS(=O)(=O)Cc2cccc(Cl)c2)no1 | 4
Cc1nn(-c2ccccc2)c(C)c1CN(C)C(=O)CCNC(=O)c1ccc(Cl)cc1 | 3

Continuation:
SMILES | LDHA inh
CCOc1ccc(Cl)cc1/C=C(\C#N)c1nc2cc(C)c(C)cc2[nH]1 | u
Cc1ccc(C)c(Sc2ccc(NC(=O)/C=C/c3cccs3)cc2)c1 | 10
Cc1ccc([S+](=O)([O-])Nc2nn3c(=O)c4ccccc4nc3s2)cc1C | -2
CCn1nc(C)c(CCNC(=O)Nc2ccc(OC)cc2OC)c1C | 5
Cc1ccc2cc(C(=O)NC3CCS(=O)(=O)C3)[nH]c2c1 (configuration not stated) | 3
CC1CCN(C(=O)c2cc3ccc(C(C)C)cc3[nH]2)CC1 | 1
Cc1cc2oc(C(=O)N(Cc3ccc(F)cc3)C3CCS(=O)(=O)C3)cc(=O)c2cc1C (configuration not stated) | 2
Nc1c(N(Cc2ccccc2)C(=O)C2=COCCO2)c(=O)[nH]c(=O)n1Cc1ccccc1 | 0
CC(=O)NCc1ccc(C(=O)CCl)o1 | -1
CCOC(=O)Nc1ccc(NS(=O)(=O)c2ccc(F)cc2C)cc1 | 6
O=C(NC1CCCCC1)C(C1CC1)n1c(=O)c(-c2cc3ccccc3[nH]2)nc2ccccc21 (configuration not stated) | -5
Cn1c(=O)[nH]c(=O)c2c1nc(NCCN1CCOCC1)n2Cc1ccc(F)cc1 | 6
COc1ccc2c(CN3CCN(C(=O)C4COc5ccccc5O4)CC3)cc(=O)oc2c1 (configuration not stated) | 1
COc1ccc(C2CC(=O)Nc3c(C(=O)O)cn(-c4ccccc4Cl)c32)c(OC)c1OC (configuration not stated) | 23
O=C(c1cncn1-c1ccc(F)cc1)N1CCN(S(=O)(=O)c2cc(Cl)ccc2Cl)CC1 | 3
O=C(CN1CCC(c2nc3ccccc3s2)CC1)C12CC3CC(CC(C3)C1)C2 | 1
O=C(COC(=O)C12CC3CC(CC(C3)C1)C2)Nc1ccc2c(c1)OCO2 | 2
Cc1ccc(-c2cc3ccccc3[nH]2)cc1 | 1
CCc1ccc(NC(=O)c2cc3ncccn3n2)cc1 | -17
CSc1cccc(Nc2cc(C)nc3ncnn23)c1 | -6
ClC(C[n+]1ccccc1)C[n+]1ccccc1 | 4
CSc1ccc(/C=N/Nc2ccc(Cl)c(Cl)c2)cc1 | 8
COc1ccc(Nc2ccccc2NC(=O)c2cccc(F)c2)cc1 | 9
Cc1ccc(S(=O)(=O)CC(=O)Nc2cc(C(C)(C)C)no2)cc1 | -3
O=C(CN1CCCCC1)Nc1oc2ccccc2c(=O)c1-c1ccc(Cl)cc1 | 4

Nothing new here: entries from further up.
SMILES | LDHA inh
CCOC(=O)c1c(C)[nH]c(C)c1C(=O)CSc1ncnc2sc3c(c12)CCC3 | -4
O=C(CCC1CCCC1)NCCc1cccnc1 | 0
COc1ccc(CNC(=O)C[C@@H]2C=C[C@@H](NS(=O)(=O)c3cccc(OC)c3)[C@@H](CO)O2)cc1 | 0
CC(=O)NNC(=S)Nc1cc(Cl)cc(Cl)c1 | 3
CCc1ccc(Sc2cc(C(=O)NC3CCCC3)c3ccccc3n2)cc1 | -5
COc1cccc(OC)c1C(=O)Nc1ccc2oc(-c3ccc(F)cc3)nc2c1 | 2
CS(=O)(=O)c1ccc(C(=O)N(Cc2ccco2)Cc2cccs2)cc1 | -1

Continued:
SMILES | LDHA inh
COc1ccc(-c2nc(CSCC(=O)NC3CCC(C)CC3)co2)cc1 (configuration not stated) | 8
CC(=O)NNC(=S)NC1CC2CCC1C2 (configuration not stated) | -7
NC(=O)NC(=O)CSc1nnc(-c2ccccc2)c(-c2ccccc2)n1 | -3
COCCn1c(SCC(C#N)CCC#N)nnc1-c1ccc(Cl)cc1 (configuration not stated) | 3
O=C(CN1CCN(C(=O)c2ccc(OCC(F)(F)F)nc2)CC1)Nc1ccccc1Cl | 5
O=C(O)CSCc1ccsc1 | 0
CCN1CCN(C(=O)c2cc(-c3ccc(OC)cc3)nc3ccccc23)CC1 | -2
Cc1ccc(C)c(NC(=O)C(Sc2ccc(S(=O)(=O)N3CCOCC3)cn2)c2ccccc2)c1 (configuration not stated) | 9
CCOc1ccc(NC(=O)Cn2nnc3sc4c(c3c2=O)CC(C)(CC)OC4)cc1 (configuration not stated) | 1
COc1ccc2c(c1)c(C(C(=O)O)N1CCN(Cc3ccccc3)CC1)cn2CCC(=O)O (configuration not stated) | -8
C[C@H](NC(=O)C1CC(=O)N(c2ccc(F)cc2)C1)C(=O)NCCc1c[nH]c2ccccc12 (some centres not stated) | -11
CCCc1c(C)nc2ncnn2c1Nc1cc(C)cc(C)c1 | -2
CC(Sc1nnc(-c2ccco2)n1C)C(=O)N1CCc2ccccc2C1 (configuration not stated) | -21
O=C(Cc1cccc2cccnc12)NCc1ccccc1 | 3
COc1cccc(C(=O)Nc2ccc3oc(-c4ccccc4)cc(=O)c3c2)c1 | 1
CCCCN1C(=O)C2(CC(=O)Nc3c2cnn3-c2ccc(C)c(C)c2)c2ccccc21 (configuration not stated) | 4
COc1ccccc1CCNC(=O)CSc1ccccc1C(=O)OCC(=O)C(C)(C)C | 7
CCCn1nnc(NCc2cccc(Cl)c2)n1 | 0
COc1ccc(C)cc1-n1nnc(-c2nc(-c3ccccc3)no2)c1N | -1
COc1ccc(Nc2cc(C)nc3ccc(Cl)cc23)cc1 | -2
CCOC(=O)c1cc2ccccc2cc1O | 8
Brc1ccc2[nH]c3c(c2c1)CCCCC3 | -2
CN(Cc1ccc(Cl)c(Cl)c1)C(C(=O)NCc1ccccc1)c1ccco1 (configuration not stated) | -2
COc1ccc(NC(=O)C2c3ccccc3OCC(=O)N2Cc2cccnc2)cc1 (configuration not stated) | -3
Cc1cc(C)c2nc(SCC(=O)N(C)C)cc(C)c2c1 | 4

An excerpt of these results, field by field.
Compound: Cc1ccccc1NCC(=O)N1CCN(S(=O)(=O)c2ccc3ccccc3c2)CC1
- LDHA inh: 12

Compound: COc1ccc(C2CC(=O)N(CC(=O)Nc3cc(C)cc(C)c3)c3ccccc3S2)cc1OC (configuration not stated)
- LDHA inh: 1

Compound: Cc1nc2ccc(C(=O)NCCCOCC3CC3)cc2nc1C
- LDHA inh: 10

Fetched by compound from above, 3 records:
SMILES | LDHA inh
CCOc1ccc(NC(=O)Cn2nnc3sc4c(c3c2=O)CC(C)(CC)OC4)cc1 (configuration not stated) | 1
CC(Sc1nnc(-c2ccco2)n1C)C(=O)N1CCc2ccccc2C1 (configuration not stated) | -21
COc1ccc(C)cc1-n1nnc(-c2nc(-c3ccccc3)no2)c1N | -1

Carrying on:
SMILES | LDHA inh
O=C(O)C1Cc2ccccc2S1 (configuration not stated) | 4
O=C(Nc1nc(C23CC4CC(CC(C4)C2)C3)cs1)c1cc(-c2ccncc2)nc2ccccc12 | 6
CN(CC(=O)Nc1ccccc1Cl)Cc1csc(-c2ccccc2)n1 | -6
CCOC(=O)[C@]12CCCC=C1N(Cc1ccco1)C(=O)[C@H](CC(=O)N1CCCC1)C2 | 3
COc1ccc(C(=O)/C=C/c2ccc(N)cc2)cc1 | 5
O=C(O)c1ccc(N2C(=O)C/C(=C/c3c[nH]c4ccccc34)C2=O)cc1 | 2
O=C(N/N=C/c1cccs1)c1ccncc1 | 14
N#C/C(=C/c1ccc(C#N)cc1)C(=O)Nc1ccc(N2CCOCC2)cc1 | 4
Cn1c(NC2CCCC2)nc2c1c(=O)n(Cc1ccc(Cl)cc1)c(=O)n2C | 14
Cc1cccc(NC(NC(=O)C(C)C)(C(F)(F)F)C(F)(F)F)c1 | 6
O=C(c1cc(=O)c2ccccc2o1)N(Cc1cccs1)C1CCS(=O)(=O)C1 (configuration not stated) | -1
Cc1ccc(C(=O)NC(CC(=O)O)c2cccs2)o1 (configuration not stated) | 0
C/C(=N/N=C(c1ccccc1)c1ccccc1)c1ccncc1 | -5
CC1=C(C#N)C(c2ccccc2)C2=C(CC(C)(C)CC2=O)N1 (configuration not stated) | 9
O=C(/C=C/Nc1ccc(F)cc1)C(F)(F)F | 1
O=C(O)c1cc(NC(=O)c2ccccc2)cc(C(=O)O)c1 | -24
O=c1oc2ccc3ccccc3c2cc1-c1ccccc1 | 12
CCNc1c(NC(=O)Nc2ccc(OC)c(OC)c2)c(=O)oc2ccccc12 | 13

2 of these compounds in another layout:
SMILES,LDHA inh
O=C(CNC(=O)c1ccccc1)N[C@@H](C(=O)Nc1cc(C(F)(F)F)ccc1Cl)c1ccccc1,-10&-2
Clc1sc(C=Nc2cccc3ccccc23)c(Cl)c1Cl,26

Screening results from PubChem.

A portion of the library, so the mix of outcomes need not match the whole.
